Assay outcomes (PubChem)
CCHFV vOTU inh: CCHFV vOTU protease inhibition | Pep-AMC fluorescence | inhibition, % at 11.5 µM | hit rate 0.55% among 370,000 | AID 651958; in the data active means inhibition above about 30%; further: 0% = vehicle wells with enzyme and 100% = no enzyme wells
SARS 3CLpro inh: SARS-CoV 3CLpro protease inhibition. recombinant SARS-CoV 3CLpro, quenched FRET peptide cleavage. P0C6X7. hit rate 0.14% among 290,000. AID 1706. inhibition, % at 6 µM; in the data active means inhibition above about 12%
PrPC surface inh: inhibitors of human cell surface prion protein PrPC. P04156. TR-FRET read-out. inhibition, % at 13.8 µM. hit rate 0.43% among 370,000. AID 720596; in the data active means inhibition above about 24%; further: 0% = median of the test wells and 100% = reference compound wells
Y pestis TopoI: inhibitors of Yersinia pestis topoisomerase I. hit rate 0.064% among 360,000. AID 504884. Y. pestis Topo-I cleavage product accumulation, plate reader. activity, % at 10 µM; in the data active means activity above about 50%, passing the limit was not always enough; further: inactives centre near 2
DUSP3 inh: DUSP3 (human) phosphatase inhibition; P51452; recombinant VHR phosphatase, pNPP absorbance; inhibition, % at 13.3 µM; hit rate 0.52% among 290,000; AID 1654; in the data active means inhibition above about 50%; further: some compounds called inactive have numbers as strong as hits
PriA SSB inh: inhibitors of Klebsiella pneumoniae PriA binding to SSB C-terminal tail. AlphaScreen SSBct-PriA binding, biotinylated peptide. inhibition, % at 33 µM. hit rate 0.6% among 430,000. AID 1272365; in the data active means inhibition mostly above about 37%, no sharp cut-off; inactive means mostly below about 20%;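 further: plate controls were negative control peptide for no effect and reference peptide for full effect; strong numbers were not always called active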
Vc quorum ag: induces V. cholerae light production without autoinducers; V. cholerae BH1578 lux reporter, luminescence, 6 h; activation, % at 18.7 µM; hit rate 0.16% among 350,000; AID 588436; in the data active means activation mostly above about 9.7%, no sharp cut-off; further: not every result past the cut was called active; inactives centre near 0; reference of the scale not given here
TcdB GH inh: blocks C. difficile toxin B glycohydrolase activity | P18177 | TcdB glycohydrolase enzymatic assay, plate reader | inhibition, % at 9.99 µM | hit rate 0.24% among 350,000 | AID 652162; in the data active means inhibition above about 10%
Rv3671c inh: Rv3671c (M. tuberculosis) protease inhibition. hit rate 0.048% among 320,000. P9WHR9. AID 2606. inhibition, % at 5.96 µM; in the data active means inhibition above about 38%;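 further: extracellular domain of Rv3671c used as enzyme; 0% = enzyme with DMSO and 100% = no enzyme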
MazEF act: activators of E. coli MazEF toxin-antitoxin RNase; P0AE70; FAM/BHQ RNA-DNA oligo cleavage fluorescence, 5 h; activation, % at 20 µM; hit rate 0.32% among 350,000; AID 504720; in the data active means activation above about 50%
* marks the source's active call; other numbers are inactive results. An excerpt, so the mix of outcomes need not match the whole.

Screening O=C(NC1CCC(CC2CCC(NC(=O)C(Cl)Cl)CC2)CC1)C(Cl)Cl (configuration not stated) returned CCHFV vOTU inh 7, SARS 3CLpro inh -2, PrPC surface inh 8, Y pestis TopoI -18, DUSP3 inh 14, PriA SSB inh -28, Vc quorum ag -0.3, TcdB GH inh 0.7, Rv3671c inh -10 and MazEF act 1.
Screening CSc1ccc(Cn2c(C)c(C(=O)NCc3ccco3)sc2=O)cc1 returned CCHFV vOTU inh -3, PrPC surface inh 0, Y pestis TopoI 20, Vc quorum ag inactive and TcdB GH inh 1.0.
CN(CC(=O)Nc1cccc(F)c1)C(=O)CCN1C(=O)C2CC=CCC2C1=O (configuration not stated) was read as CCHFV vOTU inh 14, PrPC surface inh 0, Y pestis TopoI 2, PriA SSB inh -1, Vc quorum ag 0.1, TcdB GH inh 0.4, Rv3671c inh -13 and MazEF act -4.
COc1ccc(COc2cc(-c3cccc(OC)c3)nc3ccc(NC(=O)c4ccc(OC)cc4)cc23)cc1 was read as CCHFV vOTU inh 14, SARS 3CLpro inh -2, PrPC surface inh -13, Y pestis TopoI 9, DUSP3 inh -18, PriA SSB inh -14, Vc quorum ag -0.9, TcdB GH inh 1.7, Rv3671c inh -100 and MazEF act -31.
`CCCNS(=O)(=O)c1cccc(C(=O)OCc2cc(=O)oc3cc(OC)ccc23)c1` gave CCHFV vOTU inh -16, SARS 3CLpro inh 0, PrPC surface inh -7, Y pestis TopoI 20, DUSP3 inh 7, PriA SSB inh -3, Vc quorum ag -0.3, TcdB GH inh 0.3, Rv3671c inh -23 and MazEF act -1.
`O=C(CCN1C(=O)/C(=C/c2ccccc2)SC1=S)Nc1ccccn1` gave CCHFV vOTU inh 13, SARS 3CLpro inh 0, PrPC surface inh -5, Y pestis TopoI -1, DUSP3 inh 5, PriA SSB inh -7, Vc quorum ag 0.5, TcdB GH inh 0.6, Rv3671c inh 4 and MazEF act 9.
`COc1ccc(S(=O)(=O)N2CCCCC2c2cc(C(=O)Nc3ccccc3Cl)no2)cc1` (configuration not stated) gave CCHFV vOTU inh 9, PrPC surface inh -7, Y pestis TopoI 33, Vc quorum ag -0.4 and TcdB GH inh 0.8.
CCOC(=O)[C@@H]1[C@H]2COc3ccccc3[C@@H]2N2C(=O)N(c3ccc(C(F)(F)F)cc3)C(=O)[C@@]12C was read as CCHFV vOTU inh 6, PrPC surface inh -2, Y pestis TopoI 6, PriA SSB inh 19, Vc quorum ag -0.4, TcdB GH inh 0.5, Rv3671c inh -3 and MazEF act 9.
`CNC(=S)Nc1ccc(C)c(NC(=S)NC)c1` gave CCHFV vOTU inh 0, SARS 3CLpro inh -3, PrPC surface inh 7, Y pestis TopoI -2, DUSP3 inh 9, PriA SSB inh -5, Vc quorum ag -0.3, TcdB GH inh -0.1, Rv3671c inh 5 and MazEF act 5.
Screening CC1(C)SC2C(C(=O)O)N=C(Cc3ccccc3)N2C1C(=O)O (configuration not stated) returned CCHFV vOTU inh 10, PrPC surface inh 3, Y pestis TopoI -1, PriA SSB inh 4, Vc quorum ag inactive, TcdB GH inh 2.3 and MazEF act 2.
`CCN(CC)Cc1csc2ccc(Br)cc12` gave CCHFV vOTU inh 1, SARS 3CLpro inh -4, PrPC surface inh -4, Y pestis TopoI -6, DUSP3 inh 10, PriA SSB inh -6, Vc quorum ag 0.4, Rv3671c inh -1 and MazEF act 6.
Cc1cc(C)cc(NC(=O)NCc2nnc(SCc3ccccc3)n2C)c1 was read as CCHFV vOTU inh 14, SARS 3CLpro inh 1, PrPC surface inh -6, Y pestis TopoI -3, DUSP3 inh 7, PriA SSB inh 1, Vc quorum ag inactive, Rv3671c inh -9 and MazEF act 4.
Screening N#CC1=C(N)SC(N)=C(C#N)C1c1ccc([N+](=O)[O-])cc1 returned CCHFV vOTU inh 9, SARS 3CLpro inh 5, PrPC surface inh -21, Y pestis TopoI -6, DUSP3 inh 4, PriA SSB inh 14, Vc quorum ag -0.2, TcdB GH inh 0.2, Rv3671c inh -3 and MazEF act -14.
For CC1CCC(NC(=O)c2ccc(-n3cncn3)c([N+](=O)[O-])c2)CC1 (configuration not stated) the results were CCHFV vOTU inh -2, PrPC surface inh -20, Y pestis TopoI -3, PriA SSB inh -9, Vc quorum ag 4.9, TcdB GH inh 0.9, Rv3671c inh 3 and MazEF act -1.
`CC(=O)Nc1ccc(S(=O)(=O)NCc2ccc(C(=O)NCCCN3CCC(C)CC3)cc2)cc1` gave CCHFV vOTU inh -1, SARS 3CLpro inh 2, PrPC surface inh -5, Y pestis TopoI -8, DUSP3 inh -9, PriA SSB inh 7, Vc quorum ag inactive, TcdB GH inh 0.4, Rv3671c inh 5 and MazEF act -2.
`Cc1nc(Nc2ccccc2Br)c2nnn(Cc3ccccc3)c2n1` gave CCHFV vOTU inh 0, SARS 3CLpro inh 8, PrPC surface inh 10, Y pestis TopoI 18, DUSP3 inh 9, PriA SSB inh -10, Vc quorum ag -0.9, TcdB GH inh 1.0, Rv3671c inh -4 and MazEF act -5.
Screening COc1cc(NC(=O)CSc2nncn2C)cc(OC)c1OC returned CCHFV vOTU inh -2, SARS 3CLpro inh -7, PrPC surface inh -2, Y pestis TopoI 2, DUSP3 inh 6, PriA SSB inh 6, Vc quorum ag inactive, TcdB GH inh -0.7, Rv3671c inh 3 and MazEF act 16.
`Cc1cc(C)nc(NC(=O)c2cc(-c3ccc(C)s3)nc3ccccc23)c1` gave CCHFV vOTU inh -21, SARS 3CLpro inh 2, PrPC surface inh 0, Y pestis TopoI 8, DUSP3 inh 2, PriA SSB inh -51, Vc quorum ag 1.5, Rv3671c inh -23 and MazEF act -3.
For CCCCNc1nnc(SCC(=O)c2c[nH]c3ccccc23)s1 the results were CCHFV vOTU inh -8, SARS 3CLpro inh -3, PrPC surface inh -3, Y pestis TopoI -3, DUSP3 inh 3, PriA SSB inh -7, Vc quorum ag -0.3, Rv3671c inh -13 and MazEF act -7.
CC(C)(C)c1ccc(C(=O)N2CCC2(C)C(=O)Nc2cnc3ccccc3c2)cc1 (configuration not stated) was read as CCHFV vOTU inh 16, PrPC surface inh 6, Y pestis TopoI 3, Vc quorum ag inactive and TcdB GH inh -0.1.
`CC(=O)Nc1ccc2nc(NC(=O)CN3CCOCC3)sc2c1` gave CCHFV vOTU inh 6, SARS 3CLpro inh 2, PrPC surface inh 5, Y pestis TopoI -4, DUSP3 inh -2, PriA SSB inh -10, Vc quorum ag 1.9, TcdB GH inh -3.7, Rv3671c inh -6 and MazEF act 0.
COc1ccc(CCNC(=O)CSc2ccccc2)cc1OC was read as CCHFV vOTU inh -3, SARS 3CLpro inh -4, PrPC surface inh 9, Y pestis TopoI 6, DUSP3 inh -7, PriA SSB inh -11, Vc quorum ag -0.3, TcdB GH inh 1.5, Rv3671c inh -6 and MazEF act 14.
`CCCCCCOC(=O)C(C#N)c1nc2ccccc2nc1N1CCCCC1` (configuration not stated) gave CCHFV vOTU inh 0, SARS 3CLpro inh -1, PrPC surface inh -6, Y pestis TopoI 4, DUSP3 inh 24, PriA SSB inh -4, Vc quorum ag -3.1, Rv3671c inh -2 and MazEF act -8.
Screening O=C(Nc1nc2ccccc2[nH]1)C1CC1 returned CCHFV vOTU inh -9, SARS 3CLpro inh 1, PrPC surface inh 6, Y pestis TopoI 3, DUSP3 inh 23, PriA SSB inh -4, Vc quorum ag inactive, TcdB GH inh 0.1, Rv3671c inh -1 and MazEF act -1.
For Cc1ccc(OCC(=O)Nc2cccc(S(=O)(=O)N3CCCC3)c2)cc1C the results were CCHFV vOTU inh -5, PrPC surface inh 10, Y pestis TopoI 24, Vc quorum ag 4.0, TcdB GH inh 0.6 and MazEF act -2.
For Cc1ccc(S(=O)(=O)Nc2ccc3cc([N+](=O)[O-])ccc3c2[N+](=O)[O-])cc1 the results were CCHFV vOTU inh 31*, PrPC surface inh -1, Y pestis TopoI -8, PriA SSB inh 14, Vc quorum ag inactive, TcdB GH inh -0.4 and MazEF act 3.
`COCCCNC(=O)C1=CCN(S(=O)(=O)c2ccc(OC)cc2)CC1` gave CCHFV vOTU inh 2, SARS 3CLpro inh 1, PrPC surface inh 5, Y pestis TopoI 6, DUSP3 inh 14, PriA SSB inh -11, Vc quorum ag inactive, TcdB GH inh -2.1, Rv3671c inh -6 and MazEF act 6.
For COc1ccc(C(=O)N[C@H](C(=O)Nc2nc3c(s2)CCCC3)C(C)C)cc1 the results were CCHFV vOTU inh -2, SARS 3CLpro inh 1, PrPC surface inh 17, Y pestis TopoI 0, DUSP3 inh 5, PriA SSB inh 4, Vc quorum ag -0.6, Rv3671c inh 0 and MazEF act 0.
CCOC(=O)/C=C/C(=O)OCC(=O)Nc1ccc(OC)c(Cl)c1 was read as CCHFV vOTU inh -6, SARS 3CLpro inh -1, PrPC surface inh 8, Y pestis TopoI -5, DUSP3 inh 8, PriA SSB inh -5, Vc quorum ag inactive, TcdB GH inh 0.9, Rv3671c inh -4 and MazEF act -4.
Screening CCn1c(C)nc2cc(C(=O)NNS(=O)(=O)c3c(C)c(C)cc(C)c3C)ccc21 returned CCHFV vOTU inh 6, SARS 3CLpro inh -2, PrPC surface inh 1, Y pestis TopoI 3, DUSP3 inh 8, PriA SSB inh 22, Vc quorum ag inactive, Rv3671c inh -9 and MazEF act 23.
`CCc1nc(N)nc2c1C(=O)CC(C)(C)C2` gave CCHFV vOTU inh -10, SARS 3CLpro inh 0, PrPC surface inh 0, Y pestis TopoI 6, DUSP3 inh 22, PriA SSB inh 2, Vc quorum ag -0.5, TcdB GH inh 0.4, Rv3671c inh -1 and MazEF act 3.
O=C(c1cc2ccccc2oc1=O)N(Cc1ccc2c(c1)OCO2)Cc1ccco1 was read as CCHFV vOTU inh 5, SARS 3CLpro inh 5, PrPC surface inh 2, Y pestis TopoI 29, DUSP3 inh 32, PriA SSB inh 7, Vc quorum ag -0.3, Rv3671c inh -1 and MazEF act -1.
Screening CS(=O)(=O)N1CCC(C(=O)NCc2ccco2)CC1 returned CCHFV vOTU inh 9, SARS 3CLpro inh -1, PrPC surface inh 2, Y pestis TopoI -1, DUSP3 inh 22, PriA SSB inh -1, Vc quorum ag -2.0, Rv3671c inh -2 and MazEF act -1.
Screening COc1ccc(N(CC(=O)NC2CCCCC2)C(=O)c2ccc(C)s2)c(OC)c1 returned CCHFV vOTU inh 18, SARS 3CLpro inh 2, PrPC surface inh -5, Y pestis TopoI 37, DUSP3 inh 1, PriA SSB inh 4, Vc quorum ag -0.6, TcdB GH inh 1.8, Rv3671c inh 0 and MazEF act 0.

Filtered by structure, the compounds so far with an aryl thioether with sulfur outside any ring (five)
Screening CSc1ccc(Cn2c(C)c(C(=O)NCc3ccco3)sc2=O)cc1 returned CCHFV vOTU inh -3, PrPC surface inh 0, Y pestis TopoI 20, Vc quorum ag inactive and TcdB GH inh 1.0.
Cc1cc(C)cc(NC(=O)NCc2nnc(SCc3ccccc3)n2C)c1 was read as CCHFV vOTU inh 14, SARS 3CLpro inh 1, PrPC surface inh -6, Y pestis TopoI -3, DUSP3 inh 7, PriA SSB inh 1, Vc quorum ag inactive, Rv3671c inh -9 and MazEF act 4.
Screening COc1cc(NC(=O)CSc2nncn2C)cc(OC)c1OC returned CCHFV vOTU inh -2, SARS 3CLpro inh -7, PrPC surface inh -2, Y pestis TopoI 2, DUSP3 inh 6, PriA SSB inh 6, Vc quorum ag inactive, TcdB GH inh -0.7, Rv3671c inh 3 and MazEF act 16.
For CCCCNc1nnc(SCC(=O)c2c[nH]c3ccccc23)s1 the results were CCHFV vOTU inh -8, SARS 3CLpro inh -3, PrPC surface inh -3, Y pestis TopoI -3, DUSP3 inh 3, PriA SSB inh -7, Vc quorum ag -0.3, Rv3671c inh -13 and MazEF act -7.
COc1ccc(CCNC(=O)CSc2ccccc2)cc1OC was read as CCHFV vOTU inh -3, SARS 3CLpro inh -4, PrPC surface inh 9, Y pestis TopoI 6, DUSP3 inh -7, PriA SSB inh -11, Vc quorum ag -0.3, TcdB GH inh 1.5, Rv3671c inh -6 and MazEF act 14.
